AddAB inh: growth inhibition of E. coli expressing H. pylori AddAB, primary screen, AddAB inhibitor project, absorbance | inhibition, % at 11.9 µM | actives 0.29% (n = 330,000) | AID 435030, 2010; in the data active = inhibition above about 12%;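 also: 0% = vehicle wells of infected cells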
PKA-R1A act: activators of PKA-R1A holoenzyme, primary screen, biochemical, fluorescence polarization, Cy5-IP20, bovine R1A, mouse PKAc | cAMP-dependent protein kinase type I-alpha regulatory subunit (Bos taurus) + … | PKA-R1A dissociation; scaled: DMSO 0%, 113 µM cGMP 100% | activation, % at 11.4 µM | actives 0.083% (n = 340,000) | AID 504707, 2011;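 active = percent activation above the mean of all tested compounds plus 3 SD, cut at about 19% in these data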;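 also: higher means more PKAc released from R1A so a rise in polarization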
HTR5A inv ag: HTR5A inverse agonists in luminescence cell assay, primary screen, counter-screen for OPRM1-OPRD1 heterodimer inverse agonist project, full-deck HTS; HTR5A cell line, inverse agonism; actives 0.083% (n = 340,000); inhibition, % at 9.3 µM; AID 504634, 2011; in the data active = inhibition mostly above about 23%, no sharp cut-off; inactive = mostly below about 18%;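 also: 0% = cells with DMSO and 100% = no-cell wells with DMSO; some compounds called inactive have numbers as strong as hits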
Target sequence (P47898 whole entry, looked up): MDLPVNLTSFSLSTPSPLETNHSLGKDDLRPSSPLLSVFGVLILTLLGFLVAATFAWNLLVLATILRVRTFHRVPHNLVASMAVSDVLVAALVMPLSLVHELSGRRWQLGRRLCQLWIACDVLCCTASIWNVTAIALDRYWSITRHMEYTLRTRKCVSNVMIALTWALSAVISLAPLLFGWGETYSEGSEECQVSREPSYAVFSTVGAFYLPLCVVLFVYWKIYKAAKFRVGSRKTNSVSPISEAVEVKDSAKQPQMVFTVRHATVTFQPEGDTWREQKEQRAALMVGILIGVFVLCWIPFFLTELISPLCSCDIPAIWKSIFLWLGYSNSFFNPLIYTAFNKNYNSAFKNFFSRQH
Ecoli viability: E. coli V3065 growth inhibition, primary screen, counter-screen for AddAB inhibitor project, absorbance, OD600; actives 0.27% (n = 330,000); 18 h; inhibition, % at 11.9 µM;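 active = inhibition above the campaign's mean inhibition across all tested compounds plus 3 SD, cut at about 9.9% in these data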;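 also: uninfected addAB+ strain grown without phage in ampicillin broth; 0% = DMSO wells and 100% = ciprofloxacin 0.95 µg/ml wells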
DSG3 Ab inh: inhibitors of pemphigus antibody binding to DSG3, primary screen, biochemical, bead-based, flow cytometry, scFv-GFP | binding (percent of control), % at 10 µM | Desmoglein-3 (Homo sapiens), P32926 | actives 0.48% (n = 310,000) | AID 588358, 2011 | DSG3-coupled beads, scFv-anti-DSG3-GFP binding; stronger effect = lower value;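 active = binding more than 3 SD below its plate's average and above zero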;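 also: hits lower antibody fragment binding to DSG3; some compounds called inactive have numbers as strong as hits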
Mot1-301 SUMO: yeast Mot1-301 growth rescue at high temperature, primary screen, SUMOylation pathway inhibitor project, S. cerevisiae, ATP luminescence, 38.5C. S. cerevisiae Mot1-301 growth rescue; percent above DMSO median, 100 means doubled. growth rescue, % at 18.8 µM. actives 1% (n = 320,000). AID 2716, 2010;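 active = every valid replicate shows activation above 250% relative to neutral control wells; inactive = the rest, any valid replicate at or below 250%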;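 also: OY570 slx delta 5 strain wells were the positive control but not used for scaling; some compounds called inactive have numbers as strong as hits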
PfHsp90 yeast 2: growth inhibition of PfHsp90-expressing yeast, primary screen, antimalarial PfHsp90 inhibitor project, S. cerevisiae, BacTiter-Glo luminescence, single point, set 2; inhibition, % at 9.4 µM; AID 504621, 2011; actives 0.32% (n = 310,000); BacTiter-Glo ATP, 48 h; yeast lacking PDR1 and PDR3 efflux regulators;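 active = every replicate shows inhibition above about 80%, whatever the replicate mean, limit read from the data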;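 also: 0% = DMSO neutral controls and 100% = 20 µM radicicol positive controls; yeast relying on Plasmodium falciparum Hsp90 in place of its own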
MOR-DOR ag: agonists of OPRM1-OPRD1 heterodimerization, primary screen, cell-based, luminescence; Mu-type opioid receptor (Homo sapiens) + Delta-type opioid receptor (Homo sapiens), …; activation, % at 9.3 µM; actives 0.3% (n = 340,000); cells; in the data active = activation above about 18%;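 also: 0% = vehicle-treated cells and 100% = reference agonist; values of inactives mirror those of a sister screen read the other way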
MOR-DOR inv ag: inverse agonists of MOR-DOR heterodimerization, primary screen, cell-based, luminescence | cell-based MOR-DOR heterodimer luminescence, inverse agonism | AID 504357, 2011 | Mu-type opioid receptor (Homo sapiens) + Delta-type opioid receptor (Homo sapiens), … | actives 0.21% (n = 340,000) | inhibition, % at 9.3 µM; in the data active = inhibition above about 22%, passing the limit was not always enough;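 also: 0% = cells with DMSO and 100% = wells without cells with DMSO; values of inactives mirror those of a sister screen read the other way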
phage Ecoli inh: growth loss of phage-infected E. coli, primary screen, RecBCD inhibitor project, absorbance, with phage, HTS; actives 0.26% (n = 360,000); inhibition, % at 11.9 µM; in the data active = inhibition above about 11%
HTR5A ag ctr: HTR5A agonists in luminescence cell assay, primary screen, counter-screen for OPRM1-OPRD1 heterodimer agonist project, full-deck HTS; actives 0.61% (n = 340,000); activation, % at 9.3 µM; cell-based; in the data active = activation mostly above about 9.5%, no sharp cut-off; inactive = mostly below about 7.6%;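 also: 0% = cells with vehicle only and 100% = reference agonist; strong numbers were not always called active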
* marks the source's active call; other numbers are inactive results; / = not tested or not shown.

SMILES	AddAB inh	PKA-R1A act	HTR5A inv ag	Ecoli viability	DSG3 Ab inh	Mot1-301 SUMO	PfHsp90 yeast 2	MOR-DOR ag	MOR-DOR inv ag	phage Ecoli inh	HTR5A ag ctr
CC(=O)Nc1ccc(C(=O)Nc2nnc(CCc3ccccc3)s2)cc1	1.0	-4	-13	-0.6	120	-5	18	-1.5	8	-2.1	5
O=C1OCCN1C(=O)[C@H]1[C@H](c2ccc([N+](=O)[O-])cc2)C(c2cccc(Cl)c2)=NN1c1ccccc1	1.4	-1	15	-1.5	95	-17	-17	-2.2	13	0.2	-1
Cc1ccc(O)c(NC(=S)NC(=O)/C=C/c2ccco2)c1	-1.3	-10	-12	-3.3	101	9	9	-0.9	4	3.1	1
Cc1ccc2cc(/C=N/NC(=O)[C@@H]3CCCN3)c(Cl)nc2c1	1.6	2	-4	-1.5	110	28	-1	0.1	0	0.7	-4
O=C(Nc1ccccn1)c1cccc(S(=O)(=O)N2CCCC2)c1	-1.0	0	0	1.6	/	2	-9	-2.6	14	0.3	6
C[C@@H](CSc1ccccc1)CN1CC[C@H](C(C)(C)C)CCC1=O	-0.4	-4	-4	-0.5	96	-5	-1	7.4	-41	0.5	0
CCCCC1(CC)SCC(=O)NC1=O (configuration not stated)	/	-7	12	/	119	/	-23	-0.3	2	3.3	-3
O=C(COC(=O)CNC(=O)c1cccc(F)c1)NCCC1=CCCCC1	1.9	-5	-3	-1.5	100	-2	0	0.1	0	1.8	1
CN1CCN(c2nc(-c3ccccc3O)nc3ccccc23)CC1	1.6	7	7	-1.2	96	7	1	0.2	-1	1.1	-2
C[C@@H]1O[C@@H](OC[C@H]2O[C@@H](Oc3c(-c4ccc(O)c(O)c4)oc4cc(O)cc(O)c4c3=O)[C@H](O)[C@@H](O)[C@@H]2O)[C@H](O)[C@H](O)[C@H]1O	3.2	8	-9	-2.5	95	-4	-7	-2.1	12	3.2	2
O=C(O)C/C(=C\c1cc(Cl)c2c(c1)OCO2)c1nc2ccccc2s1	3.3	-2	3	-1.3	92	-22	-5	-1.3	7	2.8	-1
CNC(=S)N1N=C2c3ccccc3CCC2C1c1ccccc1Cl (configuration not stated)	3.0	8	-21	0.3	/	-18	-13	-0.9	4	3.5	4
O=C(O)/C=C/C(=O)Nc1ccc(-c2ccccc2)cc1	2.8	4	4	0.7	83	-10	5	-0.9	6	4.5	-2
C=CCOc1ccc(C2C(C(=O)c3cccs3)=C(O)C(=O)N2c2nnc(C)s2)cc1 (configuration not stated)	-2.2	-10	-11	-3.6	195	-3	19	-0.5	2	-0.3	-3
COc1ccc(CC(=O)NCC2CCCN(Cc3cccc(SC)c3)C2)cc1 (configuration not stated)	1.0	4	-16	-1.6	121	-10	4	-0.5	2	4.5	4
Cn1c(C(O)c2ccc(Cl)cc2)nc(Cl)c1Cl (configuration not stated)	3.2	4	-7	4.7	102	7	-113	0.5	-3	7.0	-3
CC(=O)c1c(C)[nH]c(C(=O)N2CCN(c3cc(Cl)ccc3C)CC2)c1C	-1.1	-10	7	0.7	102	-1	-23	0.0	0	1.7	1
CC1CCCCC1NC(=O)C1CCC(CNc2c(N3CCCCC3)c(=O)c2=O)CC1 (configuration not stated)	4.0	8	25	-0.6	103	-3	-25	0.0	0	-1.3	-4
C/C(N)=C(/C#N)C(=O)COC(=O)CCS(=O)(=O)c1ccccc1	1.5	0	19	-0.8	88	7	-11	-0.2	1	3.3	-4
O=C(N/N=C/c1ccco1)c1cc(=O)[nH]c2ccccc12	1.5	-6	11	1.4	98	424	-14	-0.6	4	5.1	-4
O=C(Nc1ccc([N+](=O)[O-])cc1Br)c1cccnc1	2.4	1	10	-2.4	/	28	2	-2.1	11	2.1	-3
CC(C)c1nc2oc3c(=O)[nH]cnc3c2c2c1COC(C)(C)C2	-0.4	-2	-16	2.7	99	3	8	-0.9	5	-0.9	6
CCOC(=O)c1[nH]c(C)c(C(=O)NCCC2=CCCCC2)c1C	2.6	-6	-22	0.9	102	-15	21	-2.2	12	3.4	8
O=C(Nc1ccccc1)Nc1nnc(-c2ccccc2)o1	2.8	-6	2	3.0	102	-5	-6	-1.2	8	7.5	-1
C=CCn1c(SCc2cccnc2)nnc1-c1ccncc1	2.2	-5	-10	-0.5	92	-6	/	-1.1	6	3.2	-2
CC(C)C[C@H](NC(=O)N1CCN(c2ccccc2)CC1)C(=O)O	2.3	-4	1	-0.4	101	-7	-9	-1.1	6	1.2	2
O=C(NCCc1ccccc1Cl)c1cc(COc2ccc(F)cc2F)on1	2.3	5	10	2.4	107	10	-5	1.3	-5	/	-4
O=C(CSc1ncccn1)Nn1cnnc1	-0.8	-7	-29	1.0	93	-3	/	-2.6	13	2.3	3
COc1ccccc1-c1nnc(SC(C)C(=O)NCC2CCCO2)n1C (configuration not stated)	/	0	14	/	107	/	-12	-2.1	11	2.1	-5
O=S(=O)(/N=C(/c1ccccc1)N1CCOCC1)c1ccc(F)cc1F	1.7	-10	-2	-0.1	/	-6	-42	-2.5	10	-0.6	1
O=S(=O)(NCc1ccccc1)c1ccccc1NCCc1ccccc1	2.3	-3	-7	2.7	104	/	3	5.6	-27	0.4	2
CC(OC(=O)c1ccccn1)C(=O)Nc1nc(-c2ccc(F)c(F)c2)cs1 (configuration not stated)	0.2	-9	-3	0.9	124	25	-19	-2.6	14	0.2	1
N=c1oc2ccccc2cc1C(=O)Nc1ccccc1	2.4	-2	8	0.9	103	-9	-1	-2.5	12	1.3	-2
COC(=O)c1cc(C(=O)NC(C)(C)CC(C)(C)C)cc([N+](=O)[O-])c1	4.0	-6	8	3.5	101	5	-18	3.5	-18	5.2	2
O=C1C2C3C=CC(C4CC34)C2C(=O)N1/N=C/c1ccc([N+](=O)[O-])s1 (configuration not stated)	3.7	-6	-11	-0.2	99	-28	-9	-0.9	5	3.9	3
O=C(Nc1ccc(Br)cc1F)c1ccc2c(c1)OCCO2	1.3	-3	6	0.2	107	6	8	-2.4	13	3.6	-2
O=C1CCCN1c1ccc(S(=O)(=O)N2CCN(c3ccccc3)CC2)cc1	0.8	1	1	-1.6	99	8	4	-3.4	17	5.3	-1
Cc1ccc(NC(=O)c2nnn(-c3ccc4c(c3)OCCO4)c2N)cc1	2.3	-3	-20	-0.9	119	19	0	2.1	-17	-1.5	6
CC(=O)c1sc(NC(=O)COc2ccc(Br)cc2)nc1C	-1.6	1	4	-0.1	97	0	-10	-0.1	1	3.1	-4
Cc1cccc(NC(=O)CSc2nnc(NC(=O)C3CCC3)s2)c1	3.3	-2	7	2.8	101	11	-36	-0.1	1	6.8	-2

Retrieved by structure from the list above, three records:
SMILES	AddAB inh	PKA-R1A act	HTR5A inv ag	Ecoli viability	DSG3 Ab inh	Mot1-301 SUMO	PfHsp90 yeast 2	MOR-DOR ag	MOR-DOR inv ag	phage Ecoli inh	HTR5A ag ctr
O=C(Nc1ccc(Br)cc1F)c1ccc2c(c1)OCCO2	1.3	-3	6	0.2	107	6	8	-2.4	13	3.6	-2
Cc1cccc(NC(=O)CSc2nnc(NC(=O)C3CCC3)s2)c1	3.3	-2	7	2.8	101	11	-36	-0.1	1	6.8	-2
COc1ccccc1-c1nnc(SC(C)C(=O)NCC2CCCO2)n1C (configuration not stated)	/	0	14	/	107	/	-12	-2.1	11	2.1	-5

Going on with the list.
SMILES	AddAB inh	PKA-R1A act	HTR5A inv ag	Ecoli viability	DSG3 Ab inh	Mot1-301 SUMO	PfHsp90 yeast 2	MOR-DOR ag	MOR-DOR inv ag	phage Ecoli inh	HTR5A ag ctr
Cc1cc(NC(=O)CN2C(=O)NC3(CCCCC3C)C2=O)no1 (configuration not stated)	4.5	1	1	0.3	111	-18	-7	-0.4	2	3.7	-4
COCC(C)n1c(C)cc(C(=O)COC(=O)c2c(NC(C)=O)sc(C)c2C)c1C (configuration not stated)	1.6	3	5	-1.2	/	11	9	-2.2	14	0.5	-5
CCCCNc1c([N+](=O)[O-])c(=O)n(C)c2ccccc12	1.4	4	-2	1.1	102	-7	-15	-4.0	21	1.7	1
Cc1ccc(C2CCN(C(=S)Nc3cccc(C)c3)C2)cc1 (configuration not stated)	4.6	-2	-7	1.9	101	7	-9	0.1	0	3.1	-3
COc1ccccc1OCCSc1nc2ccccc2n1CC(O)CO (configuration not stated)	1.0	0	-2	1.5	118	3	21	-0.5	3	1.5	1
CCn1c(/C=C/N(C(C)=O)c2ccccc2)[n+](CCCS(=O)(=O)[O-])c2cc(Cl)c(Cl)cc21	-2.6	13	6	0.6	105	-5	8	-0.2	1	2.1	1
CN[C@H](C(=O)NC[C@H]1O[C@@H](n2cnc3c(N)ncnc32)[C@H](O)[C@@H]1O)[C@@H](C)OCc1ccccc1	0.1	1	-13	1.2	99	/	-3	-3.3	16	1.8	4
COc1ccc(N(CC(=O)NCc2ccccc2)S(=O)(=O)c2c(C)n[nH]c2C)cc1	1.8	2	1	2.5	107	-18	0	-4.2	22	1.5	-2
CCCCN(C)C(=O)CCC(=O)Nc1ccc2nc(N3CCN(C)CC3)cc(C)c2c1	-0.8	-4	-18	0.7	87	449*	10	-3.1	16	1.8	6
O=C(Nc1ccc2c(c1)OCCO2)c1ccco1	2.3	1	6	1.2	102	-2	9	-3.1	17	1.2	0
N#Cc1c(-c2ccc(F)cc2)nc(-c2ccccc2)[nH]c1=O	2.5	-8	1	1.3	85	/	4	-1.4	9	3.2	0
O=C(NCc1ccc2c(c1)OCO2)c1ccc(N2CCCCCC2)c([N+](=O)[O-])c1	2.7	-13	-13	0.5	93	51	3	-1.5	8	2.5	3
O=C(NCC1([N+](=O)[O-])CN(C(=O)c2ccccc2)CN(C(=O)c2ccccc2)C1)c1ccccc1	1.8	-5	0	1.8	95	-5	4	-0.1	1	2.7	0
COc1ccc(/C=N/Nc2nn3cnnc3c3ccccc23)cc1	2.0	-2	-4	1.6	/	-1	3	-2.0	10	1.8	1
CCN(CC)C(=O)Cn1c(=O)n(CCCC(=O)NCc2ccc3c(c2)OCO3)c(=O)c2sccc21	2.4	4	-2	-0.4	119	-5	13	-0.1	1	1.1	1
COc1ccccc1OCCCCNCCO	2.3	-6	2	3.2	106	-23	4	0.6	-3	0.2	4
O=C1Nc2ccc(Br)cc2C1(O)Cc1ccccn1 (configuration not stated)	2.8	-7	5	-0.2	/	-7	8	-2.9	13	1.7	1
CCOC(=O)CN1C(=O)S/C(=C/C=C/c2ccc(N(C)C)cc2)C1=O	5.5	-3	-5	1.6	113	-3	18	0.2	-2	3.1	2
